Source: PubChem BioAssay (National Center for Advancing Translational Sciences (NCATS))
HCMV inh: inhibitors of human cytomegalovirus | 410,000 compounds, 4.5% hits | AID 1259415 | activity change, negative = inhibition, % at 57.5 µM | HFF cells, HCMV-luciferase reporter, 72 h; active compounds read low; in the data active = activity change below about -60%; inconclusive = no clear call, values can overlap the other calls; inactive = above about -39%
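HFF cells seeded 16 h at 37C, treated with compounds, infected with luciferase-reporter HCMV at MOI 1 PFU/cell; luciferase read at 72 h post infection, normalized to buffer-only and Salinomycin controls.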
Numbers without * were called inactive; ? = inconclusive. % is set by controls: 0 for no effect and ±100 for the full control effect.

compound	HCMV inh
COc1ccc2oc3c(ccc[n+]3C)c(=O)c2c1	-15
CC(C)N1CC2(CC(c3ccccc3F)=NO2)CN1C(=O)c1ccc(C(C)(C)C)cc1 (stereo not drawn)	4
CN(Cc1ccc(F)cc1)C(=O)CN1CCN(S(=O)(=O)c2ccc3c(c2)OCCCO3)CC1	10
Clc1ccc2c(-c3ccccc3)nc(-c3cccs3)nc2c1	-7
NC(Cc1ccc(O)cc1)C(=O)NN=Cc1ccccc1Cl (stereo not drawn)	58
CN1CCn2cnc(C(=O)N3CCN(c4ccccc4)CC3)c2C1=O	-8
C[C@@H]1CN([C@H](C)CO)C(=O)CCCn2cc(nn2)CO[C@H]1CN(C)C(=O)Nc1cccc(F)c1	-9
CC(=O)Nc1cccc(-c2ccnc3c2CC(C(=O)NCc2cccs2)O3)c1 (stereo not drawn)	-18
Cc1ccn2c(CC(C)(C)C)c(-c3ccc(F)cc3)nc2c1	-3
COC(=O)c1ccc2nc(-c3ccc(Cl)cc3)c(Cc3ccccc3OC)n2c1	2
COc1ccc(C2CC(=O)C(c3cccc(C)c3)=CN2Cc2ccccc2)cc1 (stereo not drawn)	?
COc1ccc(/C=C/C(=O)OCC(=O)N2c3ccccc3CC2C)cc1OC (stereo not drawn)	34
CCN1C(=O)[C@H]2[C@@H](c3ccc(C)cc3)N[C@]3(CCCN(Cc4ccc(OC)cc4)C3=O)[C@H]2C1=O	15
COC1=C(C)C(=O)C2=C(C1=O)C(CO)N1C(C#N)C3CC4C(C1C2N1CCOC41)N3C (stereo not drawn)	-99*
CCC(=O)N1Cc2cc(C(=O)NCCOC)nc(-c3cccc(-c4ccc(C#N)cc4)c3)c2[C@H]1CCO	-2
O=C(Nc1cc(F)ccc1F)c1ccc2c(=O)n3c(nc2c1)CCC3	105
Cc1cc(NC(=O)COC(=O)CCn2c(C)csc2=O)c([N+](=O)[O-])cc1C	-11
CCOC(=O)C1=C[C@@H](C(C)(C)C)N(S(=O)(=O)c2ccccc2C)[C@H]1c1ccc(Cl)cc1	-77*
CCOC(=O)c1cc(-c2sc(NC(=O)c3ccccc3)nc2C)n(Cc2ccccc2)n1	-16
CCOc1ccccc1CN1[C@@H](c2ccc(OC)cc2)CC(C(=O)OC)(C(=O)OC)[C@H]1c1ccccc1	?
COc1ccccc1CNc1nc(Nc2ccc(C)cc2C)c2sccc2n1	-76*
O=C1CCCC(=O)N1CCCCCCN1C(=O)CCCC1=O	-14
COc1ccc([C@H]2N[C@]3(CCCN(Cc4ccc(C)cc4)C3=O)[C@H]3C(=O)N(Cc4ccccc4)C(=O)[C@@H]23)cc1	15
CCN(CC)C(=O)c1cccc(-c2csc(C(C)(O)c3ccccc3)n2)c1 (stereo not drawn)	?
CCOC(=O)C1(CCOC)CCCCC1=O (stereo not drawn)	27
C[C@H]1CN([C@@H](C)CO)C(=O)CCCn2cc(nn2)CO[C@@H]1CN(C)C(=O)Nc1cccc(C(F)(F)F)c1	6
Cc1ccccc1Oc1ccc2c(c1)[C@@H]1C[C@H](N(C)C(=O)c3cccnc3)[C@H]([C@H](C)O)C(=O)N1CC2	-36
Cc1cccc(C)c1NC(=O)NS(=O)(=O)c1ccccc1	19
CCCCn1nnnc1C1(C)CCC(=O)N1c1ccc(N2CCOCC2)cc1 (stereo not drawn)	7
COC[C@@H]1CCCN1c1ccc2c(c1)O[C@H](COCc1ccccc1)CN([C@H](C)c1ccccc1)S2(=O)=O	-14
C=CCn1c(Cn2c(-c3cnccn3)nc3ccccc32)nc2ccccc21	36
COc1cccc(C(=O)NC2CC3CCCC(C2)N3Cc2ccc(F)cc2)c1 (stereo not drawn)	-5
COc1ccc(C(=O)N2CCC(C)(C(=O)O)C2)c(OC)c1 (stereo not drawn)	-23
Cc1ccc(CN2C(=O)CCC2(C)c2nnnn2-c2c(C)cccc2C)cc1 (stereo not drawn)	9
CCOC(=O)/C(=C\Nc1ccc(OCc2ccccc2)cc1)NC(=O)c1ccccc1	15
CSc1ccc(Cn2c(C)c(C(=O)NCc3cccs3)sc2=O)cc1	43
CC(C)NC(=O)c1cc(C2CCCCN2C(=O)OCCF)on1 (stereo not drawn)	-10
CNc1nc(Oc2cccc(F)c2)c2sccc2n1	-29
COc1ccc(-c2nn(-c3ccccc3)cc2CNC[C@H]2O[C@@H](n3ccc(=O)[nH]c3=O)[C@H](O)[C@@H]2O)cc1	0
CC(C)C[C@@H]1O[C@H](CCc2ccccc2)CC2=C1C(=O)OC(C)(C)O2	-14

Part of the list above in order of number of heavy atoms, ascending:
compound	HCMV inh
COc1ccc(C(=O)N2CCC(C)(C(=O)O)C2)c(OC)c1 (stereo not drawn)	-23
COc1cccc(C(=O)NC2CC3CCCC(C2)N3Cc2ccc(F)cc2)c1 (stereo not drawn)	-5
CCOC(=O)/C(=C\Nc1ccc(OCc2ccccc2)cc1)NC(=O)c1ccccc1	15

Next part:
compound	HCMV inh
COc1ccc(C(=O)CC(C(=O)O)c2ccc3c(c2)OCO3)cc1OC (stereo not drawn)	9
CCOC(=O)[C@]12CCCC=C1N(CCc1ccc(OC)c(OC)c1)C(=O)[C@H](CC(=O)N1CCCCC1)C2	67
O=C(COC(=O)/C=C/c1ccc(F)cc1)NC(=O)NCc1ccccc1	?
C=CCN1C(=O)C(=Cc2ccc3c(c2)CCC3)SC1=S	24
Cc1ccc(C(=O)N2CCCC2(C)C(=O)NCC(C)C)cc1F (stereo not drawn)	-35
COCCNC(=O)C1CCCN(Cc2cccc(C#N)c2)CC1 (stereo not drawn)	-61*
COc1ccc(C(C)(O)c2nc(-c3cccc(F)c3)cs2)cc1 (stereo not drawn)	24
O=C(NCc1ccc(F)cc1)c1cc(C2CCCN(C(=O)c3ccc4c(c3)CCO4)C2)on1 (stereo not drawn)	-11
CC(=O)Nc1ccc(SCC(=O)NC(=O)c2ccc(Cl)cc2)cc1	12
CSc1ncnc2c1ncn2CCCNCCc1ccccn1	3
Cc1ccc(SCc2c(C(=O)N/N=C/c3ccco3)nnn2-c2nonc2N)cc1	?
CC1(C(=O)NS(=O)(=O)c2ccccc2)CCN1C(=O)Cc1ccc(-c2ccccc2)cc1 (stereo not drawn)	-5
COc1ccccc1CC1(C)C(=O)Nc2c(Cl)cccc21 (stereo not drawn)	-73*
Nc1ccn([C@@H]2O[C@H](C(=O)N[C@H](COC=O)Cc3ccccc3)[C@@H](O)[C@H]2O)c(=O)n1	0
COc1cccc(CNC(=O)[C@H]2CCCN2C(=O)[C@H]2CCCN2C(=O)c2ccc(C)c(C)c2)c1	-27
COc1ccc(CN(C)C(=O)c2cc(-c3ccccc3)nc3ccc(C)cc23)c(OC)c1	-11
c1ccc(N2Cc3ccccc3-n3nncc3C2)nc1	-7
CCc1nc2ccc(C(=O)N3CCN(S(=O)(=O)CC)CC3)cn2c1N(CC)CCN(C)C	7
CCCCCN1C(=O)c2cc(OC)ccc2[C@@]2(C(=O)OCC)Cc3cc(OC)ccc3[C@@H]12	-105*
O=C1[C@H]2[C@@H](c3ccc(C(F)(F)F)cc3)N[C@]3(CCCN(Cc4ccco4)C3=O)[C@H]2C(=O)N1Cc1ccccc1	-8
CCc1nc2ccc(C(=O)Nc3cc(-c4ccccc4)ccc3OC)cn2c1N(C)Cc1nccs1	-12
CC(C)C1C(=O)N(Cc2cn(CCC3OCCO3)nn2)CCS(=O)(=O)N1Cc1ccc(-c2ccccc2Cl)cc1 (stereo not drawn)	-6
O=S(=O)(NC1CCc2ccccc21)c1ccccc1 (stereo not drawn)	?
CC(C)NC(=O)C1(C)CCN1C(=O)c1ccccc1F (stereo not drawn)	-27
CC(=O)NCCNC(=O)c1nnc2n1CCN(C(=O)C1CCCCC1)C2	-17
O=C1O[C@@H](c2ccccc2)C[C@@H](O)C(=O)CCCCc2ccccc21	8
COc1ccc(C(C(=O)NC(C)(C)C)n2c(-c3ccccc3Br)nc3cc(C)c(C)cc32)cc1 (stereo not drawn)	?
CCc1nc2c(OCc3ccc(F)cc3)cccn2c1N(C)C(=O)C(C)C	-37
CCc1nc2ccc(C(=O)NCCNC(C)=O)cn2c1N(C)CCCc1ccccc1	-20
COc1ccc([C@H]2C[C@@H](n3cc(-c4ccc(F)cc4)nn3)[C@H](O)CN2CC2CCCCC2)cc1	6
C=CCCC(=O)N1C[C@H]2CON(C)[C@H]2C[C@H]1c1ccc(-n2ccnc2)cc1	-1
N#Cc1cccnc1N1CCN(C(C(=O)NC2CCCC2)c2ccc(F)cc2)CC1 (stereo not drawn)	-15
C[C@H](CO)N1C[C@H](C)[C@@H](CN(C)Cc2ccccn2)Oc2ncc(-c3ccccc3)cc2C1=O	-3
CC(C)(C)CC(C)(C)NC(=O)C(C1CC1)N1C(=O)C(=O)c2ccccc21 (stereo not drawn)	22
C[C@@H]1CN([C@@H](C)CO)C(=O)c2cc(C#CC3CCCCC3)cnc2O[C@@H]1CN(C)S(=O)(=O)c1ccc(F)cc1	11
NC(c1csc(Nc2ncccn2)n1)C1CCCCC1 (stereo not drawn)	8
COc1ccc(C(=O)NCC(=O)NCc2ccc3c(c2)OCO3)cc1[N+](=O)[O-]	-13
C[C@@H]1[C@@H](c2ccccc2)Nc2ccc(Br)cc2[C@H]1NC(=O)OCc1ccccc1	-34
CO[C@@H]1CN(C)C(=O)c2cc(NC(=O)Nc3ccc4c(c3)OCO4)ccc2OC[C@@H](C)N(C)C[C@H]1C	?
CCOC1=C2CN(S(=O)(=O)c3ccc(C)cc3)[C@H](c3ccccc3)C[C@@H]2N(S(C)(=O)=O)[C@H](c2ccccc2)C1	-36

Part of the list above, with each value named:
> O=C1O[C@@H](c2ccccc2)C[C@@H](O)C(=O)CCCCc2ccccc21
  HCMV inh: 8

> CCc1nc2c(OCc3ccc(F)cc3)cccn2c1N(C)C(=O)C(C)C
  HCMV inh: -37

> CC(C)(C)CC(C)(C)NC(=O)C(C1CC1)N1C(=O)C(=O)c2ccccc21 (stereo not drawn)
  HCMV inh: 22

> CCc1nc2ccc(C(=O)Nc3cc(-c4ccccc4)ccc3OC)cn2c1N(C)Cc1nccs1
  HCMV inh: -12

(further entries)
compound	HCMV inh
COC(=O)C1(C(=O)OC)C[C@H](/C=C/c2ccccc2)N(Cc2ccccc2OC)[C@@H]1c1cccs1	?
CCCC(=O)N1CCC1(C)C(=O)Nc1ccc2nc(C)ccc2c1 (stereo not drawn)	31
O=S1(=O)CC(N2CCCCC2)CN1Cc1cn(Cc2cccc(Cl)c2)nn1 (stereo not drawn)	6
COc1ccc([C@@H]2C[C@H]3[C@@H](CN2S(=O)(=O)c2ccccc2)C(=O)C[C@@H](c2ccccc2)N3S(=O)(=O)c2ccc(C)cc2)cc1	-25
O=C(NC1CCCCC1)C(c1cc2ccccc2o1)n1c(=O)c(-c2ccco2)nc2ccccc21 (stereo not drawn)	-2
CCOC(=O)[C@]12CCC=C1N(Cc1ccc3c(c1)OCO3)C(=O)[C@H](CC(=O)N1CCCCC1)C2	-12
CCOc1ccccc1N(CC(=O)NCCc1ccc(OC)cc1)S(=O)(=O)c1ccc(C)cc1	-39
COc1ccc(NC(=O)C[C@H]2C(=O)N(c3ccc(OC)cc3)C[C@@H]2CSC)cc1	-17
COC(=O)[C@]12CCCCC=C1N(CCc1ccc(OC)c(OC)c1)C(=O)[C@H](CC(=O)N1CCN(C(=O)C3CC3)CC1)C2	-28
Cc1cc2oc(=O)cc(CN3CCCCCCC3)c2cc1Cl	1
COCCCN1C(=O)C(CC(=O)NC(c2ccccc2)c2ccccc2)CC(C(=O)N(C(C)C)C(C)C)=C1C (stereo not drawn)	-8
COc1ccc(C(O)c2nc(-c3cc(F)cc(Cl)c3)cs2)cc1 (stereo not drawn)	0
O=C(Nc1ccc(F)c(Cl)c1)c1csc([C@H]2C[C@H](O)[C@@H](CO)O2)n1	12
C[C@@H]1CN([C@@H](C)CO)C(=O)CCCn2cc(nn2)CO[C@H]1CN(C)C(=O)Nc1ccccc1F	2
O=C(NCc1cccnc1)c1cc(C2CCCN(C(=O)c3ccc4c(c3)CCO4)C2)on1 (stereo not drawn)	-7
COc1cccc(C(O)c2nc(-c3cccc(C(=O)O)c3)cs2)c1 (stereo not drawn)	7
CN1CCN(c2ccc(-c3cc(NC=O)c4ncc(-c5ccc(F)c(Cl)c5)n4c3)cc2)CC1	-92*
OC[C@@H]1CN(Cc2ccc(F)cc2)C[C@H](n2cnc3c(N4CCN(c5ccccc5)CC4)ncnc32)O1	-21
CCCCCC(=O)N1C[C@H](O)[C@@H](n2cc(-c3ccc(F)cc3)nn2)C[C@@H]1c1ccc(Cl)cc1	10
CCCS(=O)(=O)NC(=O)C1(C)CCN(C(=O)c2cccnc2Oc2ccccc2)C1 (stereo not drawn)	27
COC(=O)[C@]12C[C@H](CC(=O)NCc3ccccc3)C(=O)N(CCC3=CCCCC3)C1=C[C@H](C(C)(C)C)O[C@@H]2C	38

Not all compounds are listed; rates above refer to the full screens.
